Source: PubChem
LYPLA2 counter – LYPLA2 inhibitors, primary screen, counter-screen for PME1 inhibitor project, biochemical, fluorescence polarization, FP-Rh probe ABPP; inhibition, % at 5.9 µM; Acyl-protein thioesterase 2 (Homo sapiens), O95372; 0.38% of 320,000 active; recombinant LYPLA2;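 active = inhibition above the screen-wide mean plus 3 SD, limit set per campaign, cut at about 26% in these data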;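 also: 0% = LYPLA2 with DMSO and 100% = wells lacking LYPLA2 enzyme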
PME-1 primary – PME-1 inhibitors via competitive probe labeling, primary screen, biochemical, fluorescence polarization, FP-Rh probe, HTS. inhibition, % at 5.9 µM. 0.53% of 320,000 active. Protein phosphatase methylesterase 1 (Homo sapiens), Q9Y570. recombinant PME-1;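 active = inhibition above the campaign mean of all compounds plus 3 SD, cut at about 26% in these data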;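 also: competitive labeling of PME-1 active site by serine hydrolase directed probe; 0% = PME-1 with DMSO and 100% = wells lacking PME-1 enzyme; inhibitors block probe labeling so polarization falls and inhibition rises; many of its hits are not listed in these tables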
PAD4 inh – human PAD4 inhibitors, primary screen, biochemical, fluorescence polarization, 1536-well format; 0.41% of 330,000 active; recombinant PAD4, RCA probe fluorescence polarization; inhibition, % at 6.36 µM;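 active = percent inhibition above a cutoff equal to the mean of all tested compounds plus 3 SD, cut at about 15% in these data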;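 also: 0% = PAD4 with RCA probe and DMSO and 100% = probe without PAD4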
PAFAH1B3 inh – PAFAH1B3 enzyme inhibitors, primary screen, biochemical, fluorescence polarization, human | Platelet-activating factor acetylhydrolase IB subunit alpha1 (Homo sapiens), Q15102 | recombinant PAFAH1B3, FP-rhodamine probe | inhibition, % at 3.39 µM | 0.28% of 340,000 active | AID 492972, 2010;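 active = inhibition above the screen-wide average of all tested compounds plus 3 SD, cut at about 25% in these data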;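 also: 0% = enzyme with DMSO only and 100% = wells lacking PAFAH1B3 protein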
pPAFAH FP inh – pPAFAH enzyme inhibitors, primary screen, biochemical, fluorescence polarization, human | AID 463082, 2010 | inhibition, % at 3.39 µM | recombinant pPAFAH, FP-rhodamine probe fluorescence polarization | 1.5% of 330,000 active;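 active = inhibition above the mean inhibition across the screen plus 3 SD, cut at about 25% in these data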;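 also: inhibitors block binding of the rhodamine activity-based probe so polarization drops; 0% = enzyme with DMSO and 100% = wells lacking pPAFAH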
Target sequence (Q13093 whole entry, looked up): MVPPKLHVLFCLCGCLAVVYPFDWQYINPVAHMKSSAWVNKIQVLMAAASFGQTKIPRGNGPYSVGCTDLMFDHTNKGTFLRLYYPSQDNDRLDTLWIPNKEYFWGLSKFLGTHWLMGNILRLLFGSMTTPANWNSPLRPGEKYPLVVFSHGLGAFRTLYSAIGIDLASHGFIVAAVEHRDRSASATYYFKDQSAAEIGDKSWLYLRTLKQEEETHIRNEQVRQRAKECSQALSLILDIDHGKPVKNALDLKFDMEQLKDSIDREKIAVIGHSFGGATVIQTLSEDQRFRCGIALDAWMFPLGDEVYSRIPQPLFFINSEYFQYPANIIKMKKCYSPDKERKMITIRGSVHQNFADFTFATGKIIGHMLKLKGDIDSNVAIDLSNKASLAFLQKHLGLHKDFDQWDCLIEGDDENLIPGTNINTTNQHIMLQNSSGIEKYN
PAFAH1B2 FP inh – PAFAH1B2 enzyme inhibitors, primary screen, biochemical, fluorescence polarization, human. inhibition, % at 3.39 µM. recombinant PAFAH1B2, FP-rhodamine activity probe. 1.2% of 340,000 active;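 active = inhibition above the mean of all tested compounds plus 3 SD, cut at about 24% in these data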;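 also: 0% = enzyme with DMSO and 100% = wells lacking PAFAH1B2; many of its hits are not listed in these tables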
PAFAH2 FP inh – PAFAH2 enzyme inhibitors, primary screen, biochemical, fluorescence polarization, human | inhibition, % at 3.39 µM | recombinant PAFAH2, FP-rhodamine activity probe | AID 492956, 2010 | 0.99% of 340,000 active | Platelet-activating factor acetylhydrolase 2, cytoplasmic (Homo sapiens), Q99487;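 active = inhibition above the mean over all tested compounds plus 3 SD, cut at about 30% in these data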;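 also: inhibitors block probe labeling of enzyme so polarization drops; 0% = enzyme with DMSO and 100% = wells lacking PAFAH2 protein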
GSTO1 counter – inhibitors of recombinant GSTO1, primary screen, counter-screen for RBBP9 inhibitor project, biochemical, fluorescence polarization. Glutathione S-transferase omega-1 (Homo sapiens), P78417. activity-based probe fluorescence polarization. inhibition, % at 5.96 µM. 1.1% of 300,000 active. AID 1974, 2009;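 active = inhibition above the campaign mean inhibition plus 3 SD, cut at about 35% in these data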;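 also: 0% = GSTO1-1 with DMSO and 100% = wells lacking GSTO1-1 enzyme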
Target sequence (P78417 whole entry, looked up): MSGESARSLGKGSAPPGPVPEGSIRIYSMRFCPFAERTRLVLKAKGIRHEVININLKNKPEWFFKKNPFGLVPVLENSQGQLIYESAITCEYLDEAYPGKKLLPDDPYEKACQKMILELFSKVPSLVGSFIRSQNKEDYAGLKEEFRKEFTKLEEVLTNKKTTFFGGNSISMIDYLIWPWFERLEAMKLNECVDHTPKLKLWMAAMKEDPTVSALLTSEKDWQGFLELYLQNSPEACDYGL
LYPLA1 counter – LYPLA1 inhibitors, primary screen, counter-screen for PME1 inhibitor project, biochemical, fluorescence polarization, FP-Rh probe ABPP. Acyl-protein thioesterase 1 (Homo sapiens), O75608. recombinant LYPLA1. inhibition, % at 5.9 µM. 0.16% of 320,000 active. AID 2174, 2009;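 active = inhibition above the mean of all tested compounds plus 3 SD, set per campaign, cut at about 14% in these data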;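 also: inhibitors block serine hydrolase probe labeling of LYPLA1 so polarization falls; 0% = enzyme with DMSO and 100% = wells lacking LYPLA1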
Target sequence (O75608 whole entry, looked up): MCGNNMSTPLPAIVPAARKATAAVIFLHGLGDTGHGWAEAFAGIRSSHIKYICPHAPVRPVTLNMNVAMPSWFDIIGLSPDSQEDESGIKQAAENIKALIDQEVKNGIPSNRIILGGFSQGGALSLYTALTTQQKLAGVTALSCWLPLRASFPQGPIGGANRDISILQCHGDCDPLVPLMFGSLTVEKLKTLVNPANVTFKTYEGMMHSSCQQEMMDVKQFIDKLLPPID
* marks the source's active call; other numbers are inactive results; · = no result given. This is a subset; the hit share may differ from the screen's.

SMILES	LYPLA2 counter	PME-1 primary	PAD4 inh	PAFAH1B3 inh	pPAFAH FP inh	PAFAH1B2 FP inh	PAFAH2 FP inh	GSTO1 counter	LYPLA1 counter
COc1ccc(S(=O)(=O)NC2CC3CCC2C3)cc1Br (stereo not given)	5	-3	-10	2	6	8	8	2	2
CN(C)S(=O)(=O)c1cc(NC(=O)c2cc(=O)[nH]c3ccccc23)ccc1Cl	2	6	-2	·	3	·	·	1	-1
CCN(CC)S(=O)(=O)c1ccc(C)c(NS(=O)(=O)c2cc(/C=C/C(=O)O)cc(OC)c2OC)c1	-7	-9	53*	6	-6	2	1	39*	-2
Cc1ccc(NC(=O)CCNS(=O)(=O)c2cccc3nonc23)cc1Cl	-4	4	3	6	1	6	-1	9	-2
CCCc1cc(=O)[nH]c(Nc2ccc(Cl)cc2)n1	1	0	-5	9	14	6	4	1	-2
O=C(Cc1cccc2ccccc12)Nc1ccc(N2CCOCC2)cc1	-4	1	-8	8	4	-2	3	8	-1
CCN(CC)CCN(C(=O)c1ccc(S(=O)(=O)N(C)C2CCCCC2)cc1)c1nc2c(C)cccc2s1	1	-9	2	-3	3	5	-6	0	-6
COc1ccccc1CN1CCSCC1	0	-2	0	4	0	-2	7	-2	-2
COc1ccc(NC(=O)c2nnn(CC(=O)Nc3ccc4c(c3)OCO4)c2N)c(OC)c1	-2	1	-1	0	5	-4	-9	1	-6
O=C(NCCS(=O)(=O)N1CCN(c2ccc(F)cc2)CC1)c1ccc(Br)o1	-7	-2	3	17	7	9	6	-1	1
O=C(OCC(=O)N1CCCC1)c1c(Cl)cccc1Cl	-2	-6	-6	5	6	7	2	1	-2
COC(=O)C1=C(C)OC(N)=C(C#N)C1c1cccnc1 (stereo not given)	1	-3	1	0	-1	2	-2	10	0
O=c1cc(N2CCCCC2)c(-c2ccccc2)nn1Cc1ccc(Cl)cc1Cl	-11	0	0	0	1	2	-3	3	-6
CC(C)C(=O)Nc1ccc(C(=O)NNC(=O)c2ccco2)cc1	4	5	1	4	5	1	4	-3	1
CCOc1ccc(C(=O)O/N=C(\N)c2ccc([N+](=O)[O-])cc2)cc1OCC	0	7	0	3	2	0	-2	-1	1
CCOc1ccc(CCNC(=O)COC(=O)CNS(=O)(=O)c2ccc(C)cc2)cc1OCC	-1	-4	2	5	14	3	7	6	-2
CC(C)c1ccc(NS(=O)(=O)c2cn(C)c(=O)n(C)c2=O)cc1	0	-3	-2	-5	-1	9	-6	3	-2
O=C(CN(C(=O)CCC(=O)Nc1nccs1)c1ccc(F)cc1)NCc1ccco1	9	0	3	1	-1	-1	3	2	5
COc1cc(NC(=O)CN2CCCCC2C)c(C)cc1[N+](=O)[O-] (stereo not given)	8	2	3	4	-1	0	-2	8	2
O=C(CCc1nc2ccccc2c(=O)[nH]1)NNC(=O)COc1ccc(Br)cc1	1	1	-2	10	3	8	-4	-13	-2

Next section; it opens with the six that closed the last part.
SMILES	LYPLA2 counter	PME-1 primary	PAD4 inh	PAFAH1B3 inh	pPAFAH FP inh	PAFAH1B2 FP inh	PAFAH2 FP inh	GSTO1 counter	LYPLA1 counter
CCOc1ccc(C(=O)O/N=C(\N)c2ccc([N+](=O)[O-])cc2)cc1OCC	0	7	0	3	2	0	-2	-1	1
CCOc1ccc(CCNC(=O)COC(=O)CNS(=O)(=O)c2ccc(C)cc2)cc1OCC	-1	-4	2	5	14	3	7	6	-2
CC(C)c1ccc(NS(=O)(=O)c2cn(C)c(=O)n(C)c2=O)cc1	0	-3	-2	-5	-1	9	-6	3	-2
O=C(CN(C(=O)CCC(=O)Nc1nccs1)c1ccc(F)cc1)NCc1ccco1	9	0	3	1	-1	-1	3	2	5
COc1cc(NC(=O)CN2CCCCC2C)c(C)cc1[N+](=O)[O-] (stereo not given)	8	2	3	4	-1	0	-2	8	2
O=C(CCc1nc2ccccc2c(=O)[nH]1)NNC(=O)COc1ccc(Br)cc1	1	1	-2	10	3	8	-4	-13	-2
CCCNc1c(N)n(-c2ccccc2)c(=O)[nH]c1=O	-3	-5	-1	-1	-4	-5	-4	4	0
COc1ccc(CCNC(=O)c2ccc3c(c2)OCCO3)cc1	-1	-2	-1	5	7	-3	-1	7	4
Cc1ccc(S(=O)(=O)N(C)C)cc1NC(=O)COC(=O)/C=C/c1cccs1	0	9	1	1	2	4	59*	9	-1
COc1ccccc1S(=O)(=O)NCc1ccc(C(=O)NC2CCC(O)CC2)cc1 (stereo not given)	-1	1	0	0	2	1	0	·	2
Cc1ccc(Nc2nc(-c3cccnc3)nc3ccccc23)cc1	-21	-19	2	3	-8	0	-2	-28	-16
CN1CCN(S(=O)(=O)c2cccc(C(=O)Nc3cccc([N+](=O)[O-])c3)c2)CC1	2	1	1	-1	0	9	6	0	-2
CCC(c1c(C)n(C)n(-c2ccccc2)c1=O)c1c(C)n(C)n(-c2ccccc2)c1=O	0	0	-2	6	-6	4	5	7	-4
O=C1COc2ccc(C(=O)C[n+]3cccc(O)c3)cc2N1	7	-1	-4	6	4	2	4	9	7
COc1ccccc1OCCSc1ncnc2nc[nH]c12	5	-2	-6	9	1	6	13	4	3
CCC(C)c1ccc(OCCN2CCCC2)cc1 (stereo not given)	0	1	0	7	1	1	15	-10	2
COc1ccc(OC)c(NC(=O)CSc2nnc(-c3ccncc3)s2)c1	5	-10	-5	14	6	4	1	0	4
COC(=O)COc1cccc(NC(=O)c2ccccc2)c1	-1	5	-2	8	-3	4	2	-5	2
CCC(C)(C)n1nnnc1C(c1ccncc1)N1CCC(C)CC1 (stereo not given)	1	-2	-3	6	4	-1	-5	4	2
O=C(CN1CCN(c2ccc(Cl)cc2)CC1)c1ccc2c(c1)OCO2	8	-2	1	-4	4	2	-5	-2	0
CN1CCN(c2ccc(Cl)cc2NC(=O)C2COc3ccccc3O2)CC1 (stereo not given)	-2	5	-10	1	1	6	7	-6	-2
Cc1nnc(SCC(=O)NCc2ccc3c(c2)OCO3)s1	3	2	1	7	19	-6	0	3	4
S=C(Nc1ccccc1)Nc1cccc(Cl)c1Cl	7	4	3	5	1	2	0	0	-2
Cc1[nH]c2ccccc2c1CC#N	1	-6	-1	-2	8	-3	0	-8	2
O=C(c1cnn2c(C(F)F)cc(C3CC3)nc12)N1CCc2ccccc2C1	-8	3	-2	9	3	0	-3	1	0
COc1ccc(S(=O)(=O)NCCSCc2cccc(C)c2)cc1Br	-12	-6	-3	4	8	2	-3	13	-10
Fc1ccccc1/C=C1\CCCC2=C1NC(=S)NC2c1ccccc1F (stereo not given)	-6	-6	-3	1	9	-2	2	3	-2
CCOc1ccc(N2C(=O)C3C(C2=O)C3(c2ccccc2)c2ccccc2)cc1 (stereo not given)	7	-6	1	5	8	-5	-4	5	-1
COC(=O)c1ccc(/C=N/Nc2nc(-c3ccc(C)cc3)cs2)cc1	6	2	1	2	-7	3	5	7	3
O=C(CCc1ccc(S(=O)(=O)N2CCOCC2)cc1)OCc1nc2ccccc2s1	17	1	4	6	6	2	-6	-1	7
O=c1ccc(C(F)(F)F)cn1Cc1cc(=O)n2ccsc2n1	12	6	0	10	2	5	-3	0	3
Cc1cc(-c2n[nH]c(=S)n2/N=C/c2ccccc2[N+](=O)[O-])n[nH]1	-3	-3	1	6	1	2	-3	7	0
Cc1ccc(CC(=O)N2CCN(c3cccc(C(F)(F)F)c3)CC2)cc1	4	1	0	8	4	12	-11	1	-1
Cc1cc(=O)[nH]c(SCC(=O)c2ccc(C(C)C)cc2)n1	-2	2	3	3	6	8	-2	9	-2
O=C(NN1C(=O)C2C3C=CC(C4CC34)C2C1=O)c1ccc(Cl)cc1Cl (stereo not given)	-3	2	-3	6	5	0	-1	0	-2
CCCSc1nnc(-c2c[nH]c3ccccc23)n1C	2	-8	-9	-3	-8	3	-13	2	2

Quoted from the listing.
Under PAFAH1B3 inh, O=C(CN1CCN(c2ccc(Cl)cc2)CC1)c1ccc2c(c1)OCO2 has -4
Under GSTO1 counter, O=C(Cc1cccc2ccccc12)Nc1ccc(N2CCOCC2)cc1 has 8
Under pPAFAH FP inh, CN1CCN(S(=O)(=O)c2cccc(C(=O)Nc3cccc([N+](=O)[O-])c3)c2)CC1 has 0

5 compounds from above, ordered by the value under PAFAH2 FP inh, high to low:
Compound | PAFAH2 FP inh
O=C(NN1C(=O)C2C3C=CC(C4CC34)C2C1=O)c1ccc(Cl)cc1Cl (stereo not given) | -1
Cc1cc(=O)[nH]c(SCC(=O)c2ccc(C(C)C)cc2)n1 | -2
Cc1cc(-c2n[nH]c(=S)n2/N=C/c2ccccc2[N+](=O)[O-])n[nH]1 | -3
CCOc1ccc(N2C(=O)C3C(C2=O)C3(c2ccccc2)c2ccccc2)cc1 (stereo not given) | -4
Cc1ccc(CC(=O)N2CCN(c3cccc(C(F)(F)F)c3)CC2)cc1 | -11

Continued:
SMILES	LYPLA2 counter	PME-1 primary	PAD4 inh	PAFAH1B3 inh	pPAFAH FP inh	PAFAH1B2 FP inh	PAFAH2 FP inh	GSTO1 counter	LYPLA1 counter
CC(OC(=O)CCC1CCCCC1)C(=O)Nc1ccc(S(N)(=O)=O)cc1 (stereo not given)	-1	4	3	-2	0	3	-6	3	-5
C=CCSc1nc2c(cnn2-c2ccc(C)c(C)c2)c(=O)[nH]1	8	2	3	3	3	7	3	4	5
Cc1ccc(F)c(NC(=S)Nc2cccc3ccccc23)c1	-5	6	18*	9	-4	1	7	-1	-2
Nc1nccc(-c2cccs2)n1	2	-5	-2	2	-2	0	3	-4	-1
C=CCSc1nc2sc(C)c(C)c2c(=O)n1N	4	6	0	-4	5	1	0	-3	3
O=C(CN1CCN(c2ccccc2O)CC1)NC(=O)NCc1ccco1	6	-5	1	6	8	0	5	2	-1
Cc1cccc(NC(=S)N(Cc2cccs2)Cc2cc3cc(C)ccc3[nH]c2=O)c1	3	-1	5	4	1	-4	-16	1	1
COc1ccc(NC2CCCN(C(=O)c3ccc(C(C)=O)s3)C2)cc1 (stereo not given)	1	2	-2	3	1	4	1	-4	0
COc1cc(C(O)CO)ccc1O (stereo not given)	7	5	-3	2	2	6	6	-2	0
CCOc1cc(S(=O)(=O)N2CCCC2)c(C)cc1C	-1	3	0	2	6	1	3	2	1
O=C(O)c1cc2nc(-c3ccc(F)cc3)cc(C(F)(F)F)n2n1	-1	2	1	0	2	6	7	-9	1
